# Peg3 prom inh: inhibitors of Peg3 promoter. inhibition, % at 20 µM. 1.7% of 360,000 active. HeLa PEG-Prom luciferase reporter, luminescence, overnight;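 active means inhibition of at least 50% at 20 µM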
# C8 TRAIL sens: sensitizes caspase-8 expressing cells to TRAIL; AID 624354; NB7+C8 cells + TRAIL, ATPlite viability luminescence; inhibition (viability loss, TRAIL sensitization), % at 10 µM; 1% of 360,000 active;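 active means compounds causing at least 50% loss of cell viability in the single-dose screen, relative to plate controls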
# CF NFkB inh: inhibitors of cystic fibrosis induced NF-kB. inhibition, % at 5 µM. KKLEB NF-kB-GFP reporter, PAF-induced, GFP fluorescence overnight. 0.86% of 360,000 active;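 active means at least 50% inhibition at 5 µM, scaled per plate between neutral and stimulator controls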;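 further: PAF is a Pseudomonas aeruginosa culture filtrate used as stimulus; plate controls were PAF-stimulated DMSO wells for no effect and unstimulated DMSO wells for full effect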
# TROY signal inh: inhibitors of TROY-dependent NF-kB signaling; inhibition, % at 10 µM; AID 1347056; Q293 LMP1-TROYcd NF-kB luciferase reporter, 4 h; 0.98% of 360,000 active;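 active means compounds whose plate-normalised and pattern-corrected inhibition of the luciferase reporter signal at the single screening dose is 50% or more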
# NR2E3 ag-1: human photoreceptor-specific nuclear receptor agonism; 0.35% of 360,000 active; Q9Y5X4; inhibition of corepressor binding, % at 3.98 µM; CHO-S Gal4-NCOR/VP16-NR2E3 two-hybrid, luciferase; AID 602229;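 active means inhibition above the mean of all tested compounds plus 3 SD, cut at about 70% in these data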;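 further: 0% = DMSO with NR2E3 transfected cells and 100% = cells lacking NR2E3 construct; higher means lower luciferase signal from less NR2E3 corepressor binding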
# Target sequence (Q9Y5X4 whole entry, looked up, the tested form may be a part): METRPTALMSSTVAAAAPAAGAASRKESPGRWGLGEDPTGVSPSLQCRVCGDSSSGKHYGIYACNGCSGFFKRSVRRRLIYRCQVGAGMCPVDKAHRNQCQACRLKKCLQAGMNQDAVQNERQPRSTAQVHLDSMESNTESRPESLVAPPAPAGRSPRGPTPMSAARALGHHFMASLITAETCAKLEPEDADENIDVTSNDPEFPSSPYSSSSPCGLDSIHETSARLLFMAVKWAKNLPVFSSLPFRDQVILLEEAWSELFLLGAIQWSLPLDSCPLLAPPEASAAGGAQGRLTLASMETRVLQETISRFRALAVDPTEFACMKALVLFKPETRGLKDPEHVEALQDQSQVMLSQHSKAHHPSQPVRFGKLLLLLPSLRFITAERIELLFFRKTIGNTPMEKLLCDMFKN
# Shn3 3UTR inh: reduces Shn3 3'UTR luciferase signal in osteoblasts; Clone20 osteoblast Shn3 3'UTR firefly luciferase, 24 h; inhibition, % at 12.5 µM; 0.52% of 360,000 active;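 active means mean inhibition of at least 75% with every replicate also reaching 75%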;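 further: 0% = median of neutral control wells and 100% = pilot-screen positive control compound; some compounds past the cut are filed as inactive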
# TRPM1 prom inh: reduces MITF-dependent TRPM1 promoter luciferase signal; SK-MEL-5 TRPM1 promoter luciferase, 24 h; inhibition, % at 12.5 µM; 0.83% of 330,000 active; AID 488899;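 active means mean inhibition across replicates of 60% or more, whatever share of single replicates reaches that level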; further: values of inactives mirror those of a sister screen read the other way
# KKLEB tox: CF airway cell cytotoxicity counter-screen; KKLEB CF airway cells viability, ATPlite luminescence, overnight; stronger effect = lower value; cells stimulated with P. aeruginosa culture filtrate; 0.36% of 360,000 active; activity change (cytotoxicity), % at 5 µM; AID 602141;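 active means corrected activity change at or below -50% at 5 µM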
# NR2E3 ag-2: NR2E3 (human) agonism. Q9Y5X4. GST-NR2E3/biotin-RetCOR TR-FRET, 1536-well. inhibition of corepressor binding, % at 4.78 µM. 0.12% of 320,000 active. AID 2300;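 active means percent inhibition above the cutoff of mean plus 3 SD of all tested compounds, set per screening campaign, cut at about 20% in these data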;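 further: 0% = DMSO wells and 100% = biotin wells as full block of FRET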
#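 Assay system: NR2E3–RetCOR corepressor complex. Quantity: 1.35 nM GST-NR2E3. Buffer or medium: pH 7.5 Tris-based buffer. Reagent: biotinylated RetCOR corepressor at 7 nM final. Schedule: 5 h at 4 °C. Detection: TR-FRET, emission read at 617 and 671 nm. Replicates: one well per compound, singlicate testing.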
# TWEAK-Fn14 inh: blocks TWEAK-Fn14 interaction in a reporter cell assay. TWEAK-stimulated Fn14 reporter cells, luciferase luminescence, 8 h. inhibition, % at 10 µM. 2% of 360,000 active; in the data active means inhibition above about 50%
# HIF-2a inh: inhibitors of HIF-2a; inhibition, % at 18.8 µM; 786-0 RCC cells HIF-2a reporter, luciferase luminescence, overnight; AID 624352; 0.72% of 360,000 active;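 active means inhibition of the luminescence signal of 40% or more relative to plate controls, in a single-dose primary screen at 18.75 µM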
# Starred values were filed as active, the others as inactive; . = no result given. This is a subset (hit frequency here may not be typical).
SMILES,Peg3 prom inh,C8 TRAIL sens,CF NFkB inh,TROY signal inh,NR2E3 ag-1,Shn3 3UTR inh,TRPM1 prom inh,KKLEB tox,NR2E3 ag-2,TWEAK-Fn14 inh,HIF-2a inh
O=C(O)c1ccccc1C(=O)Nc1ccc(Oc2ccccc2)cc1,4,1,12,-9,-17,-9,.,4,3,58*,-4
CCS(=O)(=O)c1ccc2oc(SCC(=O)NC3CCCC(C)C3C)nc2c1 (stereo unspecified),4,11,12,2,-24,13,4,-2,-1,6,9
CCCN1C(=O)SC(CC(=O)Nc2ccc(Br)cc2)C1=O (stereo unspecified),4,10,4,-2,-17,-1,1,4,2,7,5
CN1CCN(c2ccc(CNS(=O)(=O)c3ccc(Cl)cc3)cc2)CC1,-2,-4,3,0,2,9,-5,6,2,2,8
COc1ccc(S(=O)(=O)N2CCOC23CCN(S(=O)(=O)c2cc(C)ccc2C)CC3)cc1,17,-7,-14,-21,-1,18,-13,14,-1,-20,1
CC(C)C(NC(=O)CN(c1cccc(F)c1)S(C)(=O)=O)C(C)C,19,3,0,16,-18,8,13,5,0,1,15
COc1ccc(N=Cc2ccc(N(CCC#N)CCC#N)cc2)cc1,-3,11,0,-23,5,-14,3,-14,.,-13,2
C[C@@H]1CCCCO[C@H](CN(C)C(=O)Nc2ccc3c(c2)OCO3)[C@H](C)CN([C@@H](C)CO)C(=O)c2cc(NS(=O)(=O)c3ccc(Cl)cc3)ccc2O1,12,7,14,17,-14,17,.,9,.,19,-1
O=C(C1CCC(=O)N1Cc1cccs1)N1CCOCC1 (stereo unspecified),11,-7,-1,4,-6,-9,1,-6,4,-16,15
CC1CCCCC1n1c(=S)[nH]c2ccccc2c1=O (stereo unspecified),19,16,-8,8,6,-12,-2,0,-3,1,18
COc1ccc(/C=C/C(=O)Nc2ccc(NC(C)=O)cc2)cc1S(=O)(=O)N1CCOCC1,-1,4,7,-13,10,11,-3,-12,1,-31,4
Cc1ccccc1[C@@H]1C(C#N)=C(N)S[C@H]1C(=O)c1ccccc1,19,4,4,1,-4,27,15,-6,3,9,12
O=C(NCC1CCOCC1)C1Cc2c(-c3ccccc3Oc3ccccc3)ccnc2O1 (stereo unspecified),33,-2,3,-1,7,-34,.,-4,.,13,9
CN(c1ccccc1C(=O)NCc1ccccc1Cl)S(=O)(=O)c1ccccc1,16,0,-6,-4,-4,-7,8,-9,0,-3,16
CC1CCCC(C)N1/N=C/c1cccc(Br)c1 (stereo unspecified),3,0,2,-1,-11,10,-5,-13,2,12,4
COc1ccccc1C(CCNCc1ccccc1)c1ccc(OC(C)C)cc1 (stereo unspecified),100*,33,4,-13,8,43,12,-3,2,-4,25
NC(=S)N/N=C/c1cc([N+](=O)[O-])ccc1OCCOc1ccccc1,7,7,3,19,-8,0,13,8,0,-22,21
Cc1ccc(OCC(=O)NCCCNC(=O)c2ccccn2)cc1C,2,2,-4,12,-17,5,4,-2,2,2,9
Clc1ccc(C2[C@H]3CN(CC4CCCCC4)[C@H](c4ccccc4)C34CC2(c2ccccc2)C4)cn1 (stereo partly specified),16,1,5,20,12,47,10,-8,1,11,11
CCN(CC)CCNC(=O)/C(=C/c1cn(C)c2ccccc12)NC(=O)c1ccc(OC)c(OC)c1,-9,-1,2,-36,0,-7,4,-2,0,5,8
COc1ccc(-n2ncc3c(=O)n(CC(=O)N4CCCc5ccccc54)cnc32)cc1,-8,-4,4,1,-10,-35,9,8,4,17,7
COCCNC(=O)C1CCCN(C(=O)c2cc(-c3ccccc3)cs2)CC1 (stereo unspecified),-39,-6,-18,-16,-11,-71,.,15,.,-15,-75
Cc1sc(NC(=O)CSc2nnnn2C2CCCCC2)c(C#N)c1C,4,5,-2,-1,-5,2,8,1,-2,11,9
Cc1nnc(SCC(=O)N(C(C)C)C(C)C)[nH]c1=O,6,-10,-4,14,0,-1,8,-2,-1,-2,18
COc1nc(N)c(S(=O)(=O)c2ccc(C)cc2)cc1C#N,10,16,10,6,5,3,-8,5,-5,13,-8

# 8 of the compounds above, with values under each structure:
# Screens in order: Peg3 prom inh | C8 TRAIL sens | CF NFkB inh | TROY signal inh | NR2E3 ag-1 | Shn3 3UTR inh | TRPM1 prom inh | KKLEB tox | NR2E3 ag-2 | TWEAK-Fn14 inh | HIF-2a inh
CC1CCCCC1n1c(=S)[nH]c2ccccc2c1=O (stereo unspecified)
→ 19 | 16 | -8 | 8 | 6 | -12 | -2 | 0 | -3 | 1 | 18
COc1ccc(/C=C/C(=O)Nc2ccc(NC(C)=O)cc2)cc1S(=O)(=O)N1CCOCC1
→ -1 | 4 | 7 | -13 | 10 | 11 | -3 | -12 | 1 | -31 | 4
Cc1ccccc1[C@@H]1C(C#N)=C(N)S[C@H]1C(=O)c1ccccc1
→ 19 | 4 | 4 | 1 | -4 | 27 | 15 | -6 | 3 | 9 | 12
O=C(NCC1CCOCC1)C1Cc2c(-c3ccccc3Oc3ccccc3)ccnc2O1 (stereo unspecified)
→ 33 | -2 | 3 | -1 | 7 | -34 | . | -4 | . | 13 | 9
CN(c1ccccc1C(=O)NCc1ccccc1Cl)S(=O)(=O)c1ccccc1
→ 16 | 0 | -6 | -4 | -4 | -7 | 8 | -9 | 0 | -3 | 16
CC1CCCC(C)N1/N=C/c1cccc(Br)c1 (stereo unspecified)
→ 3 | 0 | 2 | -1 | -11 | 10 | -5 | -13 | 2 | 12 | 4
COc1ccccc1C(CCNCc1ccccc1)c1ccc(OC(C)C)cc1 (stereo unspecified)
→ 100* | 33 | 4 | -13 | 8 | 43 | 12 | -3 | 2 | -4 | 25
NC(=S)N/N=C/c1cc([N+](=O)[O-])ccc1OCCOc1ccccc1
→ 7 | 7 | 3 | 19 | -8 | 0 | 13 | 8 | 0 | -22 | 21

# New compounds follow
SMILES,Peg3 prom inh,C8 TRAIL sens,CF NFkB inh,TROY signal inh,NR2E3 ag-1,Shn3 3UTR inh,TRPM1 prom inh,KKLEB tox,NR2E3 ag-2,TWEAK-Fn14 inh,HIF-2a inh
CCCS(=O)(=O)N1CCC(C(=O)NCc2cccnc2)CC1,10,-11,4,2,-15,1,-4,-7,3,12,8
CCN(CC(=O)Nc1ccc(NC(C)=O)cc1)C(=O)/C=C/c1c(C)nn(-c2ccc(F)cc2)c1C,3,6,3,1,-2,-12,8,12,3,-12,5
O=C(NCCC1=CCCCC1)c1cc2ccccc2oc1=O,-73,-12,5,-44,-17,11,-11,2,-1,-14,-51
O=C1CC2(CCN(C(=O)C3CC(=O)N(c4ccccc4)C3)CC2)Oc2ccccc21 (stereo unspecified),1,11,-16,2,25,11,2,5,-2,0,14
O=C(COC(=O)C1=COCCO1)NC1CCCCC1,-69,5,-1,-19,-10,-3,-17,6,0,-1,-38
COC(=O)c1c(NC(=O)CCC(=O)O)sc2c1CCCCC2,2,-5,4,7,-11,6,-11,4,-3,-21,12
CCc1nnc(NC(=O)CCN(c2cc(C)cc(C)c2)S(=O)(=O)c2ccc(Cl)cc2)s1,16,-8,-10,22,3,-26,12,-16,1,-1,16
O=C(CCl)N1CCN2C(=O)c3ccccc3C12c1ccc(Cl)cc1 (stereo unspecified),87*,-6,19,-2,-21,-11,56,1,-5,-3,20
CCn1c(CNC(=O)c2ccccc2F)cc2ccccc21,-49,2,3,-24,-13,-21,-8,1,-1,-6,-90
CCc1nn(CC(=O)Nc2cc(C)ccc2C)c(=N)s1,5,11,-1,2,-6,-4,-9,-1,2,2,11
CSc1ccc(CN2CCCN(C)CC2)cc1,-7,-4,-10,13,-1,-6,9,-8,3,7,6
COc1ccc(CCN2CC(C(=O)N3CCC(O)(c4ccccc4)CC3)CCC2=O)cc1 (stereo unspecified),10,1,14,-5,-32,-28,3,-9,2,-8,-8
COc1ccccc1N1CCN(C(=O)/C=C/c2cccc([N+](=O)[O-])c2)CC1,11,-24,5,8,-24,-3,11,-7,2,-9,9
O=C1NC[C@@H](CCCCN2C[C@H](Cc3ccccc3)N(CC3CCCCC3)C(=O)C2=O)N(CCc2ccc(O)cc2)C1=O,.,7,.,-22,2,.,.,.,.,9,1
Cc1cc(C)n(-c2nnc(NC(C)(C)C)nn2)n1,-134,11,16,-3,-43,-45,-79,3,2,1,-72
NNC(=O)C(=O)Nc1ccc(Cl)c(Cl)c1,0,-2,0,-4,20,8,.,8,1,-11,15
Cc1nn(-c2ccc(F)cc2)c(Cl)c1/C=C(/CCC(=O)O)c1nc2ccccc2s1,32,-8,43,18,17,3,2,-13,.,-1,16
CC(C)c1[nH]nc2c1C(Cc1ccccc1)C(C#N)=C(N)O2 (stereo unspecified),19,-4,6,-5,-18,-6,19,1,4,-13,-20
CCO[C@@H]1OC(C(=O)Nc2ccccc2)=C[C@H](c2ccc3c(c2)OCO3)[C@H]1CCCO,10,-4,18,-18,-11,-6,-2,-8,1,-12,13
CCOC(=O)NNS(=O)(=O)c1cc(Br)ccc1Br,-5,-4,9,-10,5,-9,6,-5,1,-13,4
OC(c1ccccc1)(c1nc(-c2cccc3cccnc23)cs1)C(F)(F)F (stereo unspecified),7,-4,19,-14,-56,19,.,-9,.,16,-12
COc1ccccc1C1CCN(c2cc(O)ccc2[N+](=O)[O-])CC1,15,4,8,57*,-10,-6,-6,17,1,-9,-2
Cc1n[nH]c(C)c1CCN(C)Cc1cn(C)nc1-c1ccc2c(c1)OCCO2,-8,-6,3,-11,0,17,4,2,2,8,12
CC(C)(C)S(=O)(=O)c1c(C(=O)O)cccc1C(=O)O,11,2,8,4,-16,9,8,3,0,-6,6
CC1=C(C#N)C(NC(=O)C2CC2)(C(F)(F)F)C(=O)N1 (stereo unspecified),0,2,3,8,-37,-6,8,6,2,4,12
Cn1ncc(Br)c1C(=O)NC1CCCCCC1,6,7,-5,-5,-40,6,6,-4,.,7,14
